Screening data: PubChem BioAssay, several laboratories
PvdQ acylase = blocks Pseudomonas aeruginosa PvdQ acylase activity; hit rate 0.063% among 340,000; AID 488965; purified PvdQ acylase, fluorescence plate reader; inhibition, % at 10 µM; in the data active = inhibition above about 30%, passing the limit was not always enough;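 also: 0% = vehicle neutral wells and 100% = reference inhibitor wells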
Arrestin-AP2 inh = blocks beta-arrestin peptide binding to AP2 adaptin; FITC-arrestin peptide / GST-AP2 beads, flow cytometry; AP2 beta2 appendage carries R879A mutation; inhibition, % at 10 µM; hit rate 0.31% among 340,000; AID 504490;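 active = inhibition above a set limit, near 3 SD of compounds lacking own fluorescence, cut at about 54% in these data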;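 also: plate controls were DMSO wells for no effect and 5 µM unlabelled arrestin peptide for full effect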
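System: GST-AP2 R879A bound to glutathione beads, E. coli-expressed. Also added: 50 nM FITC-arrestin peptide. Schedule: compound with beads 12 min RT, then probe 1 h RT. Signal: bead flow cytometry, FITC channel. Read-out basis: percent response.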
SR-BI DiI-HDL act = enhances SR-BI lipid uptake from DiI-HDL; CHO ldlA[mSR-BI] cells, DiI-HDL uptake fluorescence, 3 h; 100 = double the neutral-control signal; activation, % at 12.5 µM; hit rate 0.096% among 320,000; AID 504775;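 active = mean replicate activation of at least 60% and every replicate at or above 60%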;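 also: 0% = median plate neutral-control signal and 100% = twice that signal; values of inactives mirror those of a sister screen read the other way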
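Material – SR-BI-overexpressing, LDLR-lacking CHO cells · Medium – BSA-supplemented, HEPES-buffered Ham's F12, pH 7.4 · Doses – single concentration · Times – compound with DiI-HDL co-incubation, 3 h at 37 °C · Measured by – bottom-read fluorescence, 550/595 nm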
RTF Ca sens inh = cardiac RTF calcium desensitization; P19429+P45379; inhibition, % at 7.15 µM; AID 493244; hit rate 0.12% among 340,000; IANBD-labeled cardiac RTF, Ca2+ fluorescence;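 active = inhibition above the mean inhibition of all tested compounds plus 3 SD, cut at about 17% in these data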;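 also: assay run at fixed EC70 calcium of 1.6 mM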
Keap1 Nrf2 FP = disrupts human Keap1 binding to Nrf2 peptide; Q14145; Keap1 Kelch-Nrf2 peptide fluorescence polarization, 1536-well; inhibition, % at 9.4 µM; hit rate 0.15% among 340,000; AID 504523; in the data active = inhibition above about 12%;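 also: human Keap1 Kelch domain with fluorescein labeled Nrf2 9mer peptide probe; 0% = neutral control wells and 100% = peptide positive control; higher means more block of Keap1 binding to Nrf2 peptide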
DAGLB inh = blocks human DAGLB lipase activity; HEK293T DAGLB membrane lysate, EnzChek fluorogenic substrate; inhibition, % at 5.17 µM; hit rate 0.059% among 340,000; AID 504411; in the data active = inhibition above about 34%;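 also: 0% = enzyme with vehicle and 100% = wells lacking enzyme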
PKA-R2B act = activates the human PKA-R2B holoenzyme complex; PKA-R2B holoenzyme dissociation, Cy5-IP20 fluorescence polarization; R2B truncated from residue 108, S112A mutant; 0% DMSO only, 100% 113 µM cGMP; P22694+P31323; activation, % at 11.4 µM; hit rate 0.079% among 340,000;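 active = activation above a cutoff set at the mean over all compounds plus 3 SD, cut at about 18% in these data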;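 also: higher means more holoenzyme dissociation and a rise in polarization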
SR-BI HDL uptake = inhibitors of mouse SR-BI mediated HDL lipid uptake | Q61009 | ldlA[mSR-BI] CHO cells, DiI-HDL uptake fluorescence, 3 h | inhibition, % at 12.5 µM | hit rate 0.96% among 320,000 | AID 488896;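 active = mean replicate inhibition of at least 70% and a set share of replicates each scoring 70 or more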;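 also: 0% = median of neutral control wells and 100% = median of positive control wells; values of inactives mirror those of a sister screen read the other way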
LANA DNA inh = inhibitors of KSHV LANA C-terminal domain DNA binding. MBP-C-LANA/FAM-LBS DNA binding, fluorescence polarization. inhibition, % at 9 µM. hit rate 0.078% among 340,000. AID 504423;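 active = highest replicate inhibition at or above 60% at 9 µM, even if other replicates fall short; inactive = all replicates below 60% inhibition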;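 also: 0% = neutral control wells and 100% = 4 µM acridine orange control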
NSD2 inh = inhibitors of human histone methyltransferase NSD2. NSD2 peptide methylation, AlphaScreen, 120 min. O96028. inhibition, % at 12.5 µM. hit rate 0.54% among 310,000; in the data active = inhibition above about 50%
Target sequence (O96028 whole entry, looked up): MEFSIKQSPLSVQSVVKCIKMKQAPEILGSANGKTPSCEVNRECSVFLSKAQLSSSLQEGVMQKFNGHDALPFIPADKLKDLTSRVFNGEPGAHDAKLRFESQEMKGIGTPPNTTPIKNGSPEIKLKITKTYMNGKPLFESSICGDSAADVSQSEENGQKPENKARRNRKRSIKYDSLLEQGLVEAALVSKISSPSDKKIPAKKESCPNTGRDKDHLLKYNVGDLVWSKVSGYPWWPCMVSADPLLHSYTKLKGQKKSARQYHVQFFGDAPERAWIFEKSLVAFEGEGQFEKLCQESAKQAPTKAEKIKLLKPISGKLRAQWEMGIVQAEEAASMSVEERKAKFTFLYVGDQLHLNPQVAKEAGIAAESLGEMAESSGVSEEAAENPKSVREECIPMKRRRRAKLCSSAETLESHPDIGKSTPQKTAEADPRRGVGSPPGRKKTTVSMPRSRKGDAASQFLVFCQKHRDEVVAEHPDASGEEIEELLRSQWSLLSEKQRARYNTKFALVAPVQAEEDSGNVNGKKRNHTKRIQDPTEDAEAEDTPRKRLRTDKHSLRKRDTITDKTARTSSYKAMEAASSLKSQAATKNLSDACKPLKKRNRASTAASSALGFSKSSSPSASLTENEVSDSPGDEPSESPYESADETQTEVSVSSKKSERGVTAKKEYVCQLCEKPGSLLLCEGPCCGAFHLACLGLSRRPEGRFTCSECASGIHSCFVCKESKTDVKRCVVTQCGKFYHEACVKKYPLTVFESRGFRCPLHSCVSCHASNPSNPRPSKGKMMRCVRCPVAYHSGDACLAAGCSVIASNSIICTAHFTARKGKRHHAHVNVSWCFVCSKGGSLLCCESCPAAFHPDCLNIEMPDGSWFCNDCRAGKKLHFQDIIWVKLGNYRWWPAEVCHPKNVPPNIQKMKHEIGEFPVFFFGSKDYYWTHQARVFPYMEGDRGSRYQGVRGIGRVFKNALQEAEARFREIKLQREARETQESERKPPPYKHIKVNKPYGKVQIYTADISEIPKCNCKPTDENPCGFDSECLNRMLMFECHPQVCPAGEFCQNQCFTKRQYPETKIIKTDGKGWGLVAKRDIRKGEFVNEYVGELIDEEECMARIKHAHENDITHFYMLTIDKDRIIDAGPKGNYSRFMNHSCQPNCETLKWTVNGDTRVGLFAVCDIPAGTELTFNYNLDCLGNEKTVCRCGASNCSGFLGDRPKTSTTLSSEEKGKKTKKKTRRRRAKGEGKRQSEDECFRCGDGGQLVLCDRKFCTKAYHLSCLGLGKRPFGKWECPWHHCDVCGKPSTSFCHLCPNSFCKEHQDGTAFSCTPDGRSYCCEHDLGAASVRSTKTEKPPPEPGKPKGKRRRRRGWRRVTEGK
* = called active by the depositor; x = not tested or not shown. The order is random; about 2.1% have a hit in one of these screens.

SMILES	PvdQ acylase	Arrestin-AP2 inh	SR-BI DiI-HDL act	RTF Ca sens inh	Keap1 Nrf2 FP	DAGLB inh	PKA-R2B act	SR-BI HDL uptake	LANA DNA inh	NSD2 inh
O=C(COc1ccc(/C=N/NC(=O)c2cc3ccccc3o2)cc1Br)Nc1ccccc1	-9.9	6.9	-46.7	-6.5	3.7	-1.2	-7.2	46.7	2.1	x
CN1CCN(C(=O)c2ccccc2N(Cc2ccccc2)S(=O)(=O)c2ccccc2)CC1	3.2	8.8	26.2	1.6	-3.2	0.8	-8.8	-26.2	-0.5	2.6
COc1ccccc1N1CCN(S(=O)(=O)c2ccc(Br)s2)CC1	-30.0	3.4	-3.2	-3.5	-8.8	-3.8	-9.3	3.2	1.0	1.5
CSc1nc(O)c(C2OC(=O)c3ccccc32)c(=O)[nH]1 (configuration not stated)	2.5	40.5	24.7	-2.4	1.1	-1.1	0.7	-24.7	-0.6	2.3
Cc1cc(C)cc(N(C(=O)c2ccc(Br)o2)C2C=CS(=O)(=O)C2)c1 (configuration not stated)	0.7	3.8	0.4	-16.0	-2.7	-2.4	-1.5	-0.4	0.8	-3.1
Cc1ccc(C)c(S(=O)(=O)NCC(=O)Nc2ccc3c(c2)OCO3)c1	3.9	20.6	20.1	6.9	-2.7	-2.9	-3.2	-20.1	0.7	-1.1
CN(C)c1ccc(/C=N/NC(=O)C2COc3ccccc3O2)o1 (configuration not stated)	-7.7	x	10.1	-10.2	-1.7	-1.1	7.4	-10.1	1.6	2.3
CCC1(CC)NC(=O)N(CC(=O)N2CCN(S(=O)(=O)c3cccc(F)c3)CC2)C1=O	-13.2	-12.8	15.4	5.1	-1.4	0.4	9.5	-15.4	-1.4	2.5
C=CCSc1nnc(Cc2c(C)[nH]c3ccccc23)o1	-16.1	-0.1	x	-3.0	-6.6	-1.8	-5.8	x	-1.4	x
Cc1oc2cc(O)ccc2c(=O)c1-c1nncn1-c1ccccc1	7.4	15.6	13.1	-32.2	25.4*	0.4	-1.1	-13.1	48.6	7.7
Cc1ccc(S(=O)(=O)/N=C(/Nc2ccc(O)c(C(=O)O)c2)c2ccccc2)cc1	-15.9	-8.9	19.7	-2.1	3.8	4.1	-1.7	-19.7	2.0	-2.1
CCC(c1nnnn1C(C)(C)CC)N1CCN(c2ccccc2F)CC1 (configuration not stated)	-16.1	-3.0	-6.6	4.1	-4.3	-2.6	-10.5	6.6	-3.0	12.0
CCOc1ccccc1NC(=O)CN(C)S(=O)(=O)c1cnc[nH]1	-5.9	10.8	6.1	1.4	-6.0	1.0	4.5	-6.1	-0.3	-2.8
COc1ccc(NC(=O)CN(C2CCCCC2)S(C)(=O)=O)cc1OC	-14.1	3.2	-5.6	-8.6	-4.9	-0.4	-3.0	5.6	-0.1	-1.1
O=C(O)C1CC(=O)N(c2ccc(OCc3ccccc3)cc2)C1 (configuration not stated)	-7.0	2.5	13.4	-1.0	4.4	1.1	3.8	-13.4	2.6	0.4
COc1ccc(CN(C)C(=O)c2sccc2-c2ccccc2)c(OC)c1	9.9	-5.7	-12.1	1.1	3.2	-5.7	8.4	12.1	0.1	-2.3
O=C(CNC(=O)c1ccc(Cl)cc1)NNC(=O)c1ccc(Br)cc1	-10.9	-1.6	8.2	0.6	-1.8	-0.4	-3.8	-8.2	-1.3	0.5
O=C(Cc1ccccc1)Nc1ccc(S(=O)(=O)N2CCCC2)cc1	-7.9	14.8	x	-10.0	4.1	-3.1	-1.6	x	0.9	-5.4
CCOC(=S)SCc1cn2ccccc2n1	6.3	17.5	24.9	-5.4	-0.1	-1.5	2.1	-24.9	0.8	-3.3
COC(=O)c1c(-c2ccccc2)csc1NC(=O)c1c(-c2ccccc2)noc1C	-12.8	2.7	-47.2	1.4	-1.4	-25.0	4.4	47.2	-1.1	-0.6
CC1CCC2(CC1)NC(=O)N(CC(=O)c1ccc(CNC(=O)C(C)(C)C)s1)C2=O (configuration not stated)	-17.3	2.7	13.2	-11.2	-2.4	3.7	2.0	-13.2	0.3	7.9
O=C1CCc2cc(S(=O)(=O)Nc3cccc(F)c3)cc3c2N1CC3	5.3	36.6	16.2	-0.8	0.7	1.0	13.1	-16.2	-2.9	-4.2
CCC(=O)Nc1ccc(NC(=S)NC(=O)/C=C/c2ccccc2)cc1	4.6	18.1	-22.7	0.5	4.9	-2.5	-8.1	22.7	1.3	-1.8
COc1ccc(NC(=O)c2cc(-c3ccccn3)nc3c(C)cc(C)cc23)c(C)c1	-8.1	-10.1	-39.5	0.2	-9.0	-0.1	-6.2	39.5	0.8	-0.9
N#Cc1cn(Cc2cccc(Cl)c2)c2ccccc12	15.3	35.0	-21.3	-2.2	-4.2	-4.8	-4.7	21.3	-0.1	-2.4

Continuation:
SMILES	PvdQ acylase	Arrestin-AP2 inh	SR-BI DiI-HDL act	RTF Ca sens inh	Keap1 Nrf2 FP	DAGLB inh	PKA-R2B act	SR-BI HDL uptake	LANA DNA inh	NSD2 inh
CCC1Nc2ccccc2-c2nnc(SC)nc2O1 (configuration not stated)	1.9	37.5	-0.6	0.1	-2.4	0.5	-0.4	0.6	-0.9	-2.3
Cc1ccc(OCC(=O)N(C)CC(=O)N(CC(C)C)c2c(N)n(CC(C)C)c(=O)[nH]c2=O)c(C)c1	-13.4	7.9	2.7	-7.6	-3.0	1.4	-15.3	-2.7	0.5	-0.6
CC(C)(C)c1ccc(S(=O)(=O)N2CCN(C3CCCC3)CC2)cc1	-3.3	-10.1	24.7	-7.1	3.4	-0.8	8.8	-24.7	1.5	x
COc1cc2c(=O)n(Cc3ccccc3)c(=O)n(CC(=O)NCC3CCCO3)c2cc1OC (configuration not stated)	-11.0	1.7	6.2	-15.1	-1.9	2.1	-8.9	-6.2	-1.6	15.5
O=C(CCNC(=O)c1ccco1)Nc1ccc(C(F)(F)F)cc1	-20.2	4.5	x	-12.4	0.7	-0.4	-9.4	x	1.4	x
CCC(C)N(C)C1CCN(C(=S)Nc2cccc(OC)c2)CC1 (configuration not stated)	-4.7	1.2	13.7	3.7	6.2	2.9	-4.3	-13.7	1.8	1.8
O=[N+]([O-])c1ccc(Cl)c(S(=O)(=O)NC2=NCCC2)c1	5.8	23.9	-6.0	-4.0	0.3	-0.1	-6.8	6.0	1.1	-4.6
O=C(Cc1n[nH]c(=O)[nH]c1=O)N/N=C/c1cccc(O)c1	-3.2	3.1	14.3	-3.1	-6.1	-0.5	5.6	-14.3	0.9	0.5
Cc1cc([N+](=O)[O-])ccc1NC(=O)CN1CCN(Cc2ccccc2)CC1	-6.2	-13.3	4.3	2.1	1.3	-2.0	3.7	-4.3	-0.6	3.4
COc1ccc(OC)c(NC(=O)COC(=O)Cn2nnc(-c3ccccc3)n2)c1	4.3	21.5	16.7	-1.1	2.1	-0.8	6.2	-16.7	-0.1	-0.6
Fc1ccc(Nc2ccc3ccccc3n2)c(F)c1	-2.5	-16.5	-14.9	-1.2	-3.2	-4.7	-2.9	14.9	0.7	-9.1
Cc1nnc(SCC(=O)Nc2sccc2C(N)=O)n1Cc1ccccc1	-7.4	2.9	21.0	-10.2	-1.8	0.2	3.4	-21.0	1.8	2.2
CCn1c(SCc2ccc(C)cc2)nnc1-c1nn(-c2ccccc2)ccc1=O	6.9	38.3	7.9	-1.4	6.4	-3.6	3.8	-7.9	0.3	1.7
O=C(CSCc1ccc(F)cc1)NCc1ccc(F)cc1	-13.5	23.6	2.7	-2.2	-2.3	-4.2	-2.3	-2.7	0.2	-0.5
CCOC(=O)c1c(C)[nH]c(C(=O)COC(=O)c2oc3ccccc3c2C)c1C	-0.7	-7.6	4.6	-5.0	0.9	-2.7	-0.4	-4.6	-0.5	0.2
CN1CCN(S(=O)(=O)c2ccc(C3CCCCC3)cc2)CC1	-3.1	0.3	-22.2	-13.9	3.3	-0.1	-3.3	22.2	-0.8	0.2
CC(NS(=O)(=O)c1ccc2[nH]c(=O)c(=O)[nH]c2c1)C(=O)O (configuration not stated)	-10.7	-26.6	8.6	-5.1	-2.5	1.4	6.9	-8.6	-1.4	-2.3
Cc1oc(-c2cccc(C(F)(F)F)c2)nc1CN1CCC[C@H]1CO	-7.3	17.4	-9.5	-7.5	1.2	1.4	-1.6	9.5	-0.5	0.3
Cc1ccc(S(=O)(=O)N2CC(O)CC2C(=O)NCc2ccc3c(c2)OCO3)cc1 (configuration not stated)	-10.3	4.1	25.7	2.9	-0.4	-1.4	-2.5	-25.7	-1.0	2.4
COc1ccccc1C(=O)N(C)CC(=O)Nc1ccc(N2CCOCC2)cc1	-16.8	-12.9	10.7	-4.5	-4.3	-0.7	-18.2	-10.7	1.9	-1.4
CC(/C=N/NC(=O)c1nnn(-c2nonc2N)c1C(C)C)=C\c1ccco1	11.2	26.5	-19.8	5.5	-2.9	1.6	-4.5	19.8	-0.6	5.9
Cn1c(=O)c2cc(NC(=O)c3ccccc3Cl)c(=O)oc2n(C)c1=O	-6.5	-0.2	-15.7	-11.2	-3.5	-0.2	-6.3	15.7	0.7	0.7
Cc1ccnc(N2CCCC(C(=O)Nc3cc(F)ccc3C)C2)n1 (configuration not stated)	-3.4	-2.5	1.0	-12.1	3.7	-2.1	-4.2	-1.0	-0.9	1.5
COc1ccc(Cl)cc1-n1c(C)ccc1C	-8.7	6.7	2.5	-10.5	-2.8	2.2	-3.2	-2.5	-0.1	0.1
CCOc1ccc(Nc2nc(N)nc(CSC(=S)N3CCOCC3)n2)cc1	-12.4	-0.9	-10.8	-10.7	-6.0	1.0	3.9	10.8	0.4	0.5
O=c1[nH]c2ccc(S(=O)(=O)Nc3ccc(Cl)cc3)cc2o1	-9.5	1.7	5.0	-4.9	-1.5	-0.5	1.5	-5.0	1.7	-0.6
COc1ccc(OC)c(NC(=O)CSc2nnc(CNC(=O)COc3ccc(Cl)cc3)o2)c1	-13.2	-4.0	x	-1.3	-5.1	1.9	5.0	x	1.5	-0.3
CCC(=O)Nc1nc2c(c(=O)[nH]1)CCCC2	-13.2	5.7	16.0	-10.4	-6.3	-2.1	-7.0	-16.1	0.1	0.1
CC(C)NC(=O)C1CCCN(S(=O)(=O)c2cccc3nonc23)C1 (configuration not stated)	-5.9	17.6	5.2	-1.2	-4.5	-1.4	2.7	-5.2	-0.4	-5.0

Filtered by structure, the compounds so far containing a tert-butyl group
SMILES	PvdQ acylase	Arrestin-AP2 inh	SR-BI DiI-HDL act	RTF Ca sens inh	Keap1 Nrf2 FP	DAGLB inh	PKA-R2B act	SR-BI HDL uptake	LANA DNA inh	NSD2 inh
CC1CCC2(CC1)NC(=O)N(CC(=O)c1ccc(CNC(=O)C(C)(C)C)s1)C2=O (configuration not stated)	-17.3	2.7	13.2	-11.2	-2.4	3.7	2.0	-13.2	0.3	7.9
CC(C)(C)c1ccc(S(=O)(=O)N2CCN(C3CCCC3)CC2)cc1	-3.3	-10.1	24.7	-7.1	3.4	-0.8	8.8	-24.7	1.5	x
